Screens from PubChem.
iPSC survival up – increases survival of single human iPS cells; hiPSC single-cell survival, ATPlite luminescence; 100% = ROCK inhibitor wells, 0% = DMSO; survival enhancement, % at 20 µM; AID 602274; 0.044% of 360,000 active; in the data active means survival enhancement above about 18%;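 further: cells exposed to compounds for 16 hours before the ATP read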
MC4R antag cAMP – blocks human MC4R cAMP signaling; P32245; MC4R-expressing cells, MTII-stimulated cAMP, LANCE TR-FRET; 0.48% of 360,000 active; inhibition, % at 6.5 µM;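 active means inhibition above its plate's cutoff, the mean of tested wells on that plate plus 3 SD, cut at about 29% in these data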;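 further: 0% = Melanotan II alone and 100% = Melanotan II plus saturating MCL0020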
Target sequence (P32245 whole entry, looked up): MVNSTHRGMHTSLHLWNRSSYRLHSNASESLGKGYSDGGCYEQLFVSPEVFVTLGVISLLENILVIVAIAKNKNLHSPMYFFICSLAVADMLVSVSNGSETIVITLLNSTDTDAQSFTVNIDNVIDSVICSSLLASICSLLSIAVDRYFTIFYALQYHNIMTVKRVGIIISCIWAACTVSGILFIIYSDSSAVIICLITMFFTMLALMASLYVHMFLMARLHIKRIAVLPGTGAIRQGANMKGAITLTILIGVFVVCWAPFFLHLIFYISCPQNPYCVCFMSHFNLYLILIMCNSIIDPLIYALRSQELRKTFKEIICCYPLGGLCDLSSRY
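System: U2OS-MC4R stable cell line; Technique: Eu-cAMP/anti-cAMP TR-FRET, emission 671 nm; Repeats: single well per compound; Also added: Melanotan II; Dosing: one concentration, 6.5 µM nominal; Schedule: 30-min compound, 1-h challenge, 1-h detection, room temperature.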
Glyco luc inh – blocks N-linked glycosylation in D54 reporter cells. D54 ERlucT glycosylation luciferase reporter, 24 h; percent of 100 nM tunicamycin response. reporter increase, % at 12.5 µM. 0.23% of 360,000 active. AID 588692;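 active means mean luciferase reporter signal, scaled so untreated is 0 and the glycosylation-blocking control 100, at or above a set limit in every replicate; inconclusive means mean reaches the limit but not every replicate does; inactive means mean below the limit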;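 further: luciferase carries N-glycosylation sites so blocking glycosylation raises the light; 0% = median of neutral control wells and 100% = median of 100 nM tunicamycin wells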
ABCB6 inh 2 – inhibitors of human ABC transporter ABCB6; fluorescence ratio to DMSO, % at 10 µM; 0.19% of 360,000 active; AID 602162; K562-ABCB6 porphyrin accumulation, flow cytometry, 1 h; active compounds read low;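 active means fluorescence ratio to DMSO below 75%, the collection mean minus 3 SD; inconclusive means too few cells collected in the well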;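 further: signal is porphyrin accumulated inside mitochondria; 100% equals median channel fluorescence of DMSO control wells; lower ratio means ABCB6 inhibition with less porphyrin fluorescence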
ABHD5-PLIN5 inh – inhibitors of human ABHD5-perilipin-5 interaction; Q00G26+Q8WTS1; Split G. princeps luciferase complementation, luminescence, 4 h; inhibition, % at 4 µM; 0.78% of 360,000 active; AID 602281;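 active means inhibition above the mean inhibition across every tested compound plus 3 SD, cut at about 22% in these data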;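 further: 0% = DMSO only wells and the 100% control is not disclosed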
Cardio protect – protects H9c2 cardiomyocytes from peroxide injury; H2O2 injury protection, ATPLite, 2 h; protection from H2O2 cell death, % at 20 µM; 0.63% of 360,000 active;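 active means compounds giving at least 50% protection of heart cells from peroxide-induced death in the single-dose screen, raw or plate-pattern-corrected value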;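 further: 0% = DMSO wells with peroxide and 100% = DMSO wells without peroxide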
aDG glyco up – increases alpha dystroglycan glycosylation. Pro5-aDG cells, alpha-DG glycosylation AlphaScreen (IIH6); 0% Pro5, 100% B10-LARGE cell signal. activation, % at 10 µM. 0.22% of 360,000 active;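 active means activation of at least 8% versus controls, or a plate z-score of at least 8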;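 further: Pro5 are CHO cells carrying HIG-tagged alpha-DG that lacks glycosylation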
Exocytosis inh – lytic granule exocytosis inhibition; TALL-104 LAMP-1 surface exposure, flow cytometry; cells stimulated with thapsigargin and PMA; inhibition, % at 10 µM; 0.66% of 360,000 active;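 active means inhibition above about 55%, limit read from the data; inconclusive means no clear call, values can overlap the other calls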
MC4R barr agon – human MC4R agonism via beta-arrestin; activation, % at 8.9 µM; U2OS MC4R beta-arrestin complementation, luminescence; percent of melanotan II response, DMSO zero; 0.98% of 360,000 active; AID 540308; P32245;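 active means activation above a per-plate cutoff, the mean activation of sample wells on that plate plus 3 SD, cut at about 8% in these data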
m5-HT2A agonist – activates the mouse 5-HT2A serotonin receptor; activation, % at 7.6 µM; AID 624169; CHO-K1 mHTR2A beta-arrestin complementation, luminescence; percent of 30 µM serotonin response; P35363; 0.66% of 360,000 active;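 active means activation above a run cutoff, the mean activation of all tested compounds plus 3 SD, cut at about 14% in these data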;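 further: 0% = plate median of compound wells and 100% = 30 µM serotonin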
Target sequence (P35363 whole entry, looked up): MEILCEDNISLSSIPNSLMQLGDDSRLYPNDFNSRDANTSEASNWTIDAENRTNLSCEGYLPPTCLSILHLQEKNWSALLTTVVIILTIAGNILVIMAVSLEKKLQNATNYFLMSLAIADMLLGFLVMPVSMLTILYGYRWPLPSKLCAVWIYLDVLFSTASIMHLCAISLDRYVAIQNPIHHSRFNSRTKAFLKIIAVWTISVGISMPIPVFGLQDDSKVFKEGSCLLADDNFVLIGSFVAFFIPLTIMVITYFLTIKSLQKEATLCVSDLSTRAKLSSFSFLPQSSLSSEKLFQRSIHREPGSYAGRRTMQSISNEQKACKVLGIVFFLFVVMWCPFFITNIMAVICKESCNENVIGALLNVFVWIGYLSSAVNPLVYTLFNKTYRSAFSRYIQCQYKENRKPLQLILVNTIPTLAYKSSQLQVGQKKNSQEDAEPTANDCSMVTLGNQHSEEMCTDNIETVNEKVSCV
The depositor's hits bear a star; ? = inconclusive; / = not tested or not shown.

SMILES | iPSC survival up | MC4R antag cAMP | Glyco luc inh | ABCB6 inh 2 | ABHD5-PLIN5 inh | Cardio protect | aDG glyco up | Exocytosis inh | MC4R barr agon | m5-HT2A agonist
Cc1ccc(NC(=O)c2ccc(S(=O)(=O)N3CCCCC3)cc2)nc1 | 0.3 | 11 | -2 | 93 | -3 | -9 | -0.1 | 10 | 0.9 | 5
Cc1ccc(C(=O)N2CCC(n3nccc3NC(=O)c3ccccc3C)CC2)cn1 | -0.3 | 5 | 2 | 99 | 0 | 0 | 0.3 | 8 | -5.0 | -1
Cn1c(=Nc2ccccc2)sc2ccccc21 | 0.7 | -8 | 0 | 101 | 9 | -7 | 0.2 | 8 | 4.2 | 3
O=C1c2ccccc2C(c2nnnn2-c2ccc3c(c2)OCCO3)N1Cc1cccs1 (stereo not drawn) | 1.9 | / | / | 96 | -6 | / | -0.2 | 1 | / | -2
O=C(CCCc1ccccc1)NC1CCSC1=O (stereo not drawn) | 1.0 | 11 | 1 | 100 | 11 | 1 | -0.2 | 2 | -0.9 | 3
Cc1ccc(Cl)cc1N1CCN(S(=O)(=O)c2ccc3c(c2)CC(=O)N3C)CC1 | -0.4 | 12 | 0 | 98 | -6 | -3 | -0.1 | 5 | -0.7 | -5
O=C(Nn1c(SCc2ccccc2F)nc2ccsc2c1=O)c1ccccc1 | -1.5 | 4 | -1 | 101 | -10 | 0 | -0.1 | -2 | -2.2 | 2
CC1=C(C(=O)N(C(C)C)C(C)C)CC(CC(=O)NCCCN(C)C)C(=O)N1Cc1ccc(C(C)(C)C)cc1 (stereo not drawn) | -2.3 | / | -1 | 98 | -3 | -14 | -0.2 | 0 | / | -2
C[C@H](NC(=O)c1ccc2ccccc2c1)C(=O)N1CCC2(CC1)NCCc1[nH]cnc12 | 0.1 | -2 | 1 | 97 | 1 | 2 | -0.4 | -4 | -0.5 | -8
COc1cccc(NC(=O)CN(C)C(=O)c2c(C)nn(-c3ccccc3)c2Cl)c1 | -0.2 | 4 | 1 | 99 | 5 | 2 | 0.1 | -1 | -1.6 | -1
CCOc1ccc(NC(=O)CN(C)C(=O)CC2OC(=O)c3ccccc32)cc1OCC (stereo not drawn) | 1.4 | 2 | 1 | 103 | 5 | 3 | 0.0 | 0 | -3.4 | -2
Cc1ccnc(N2CCCC(C(=O)Nc3ccc(C)c(C)c3)C2)n1 (stereo not drawn) | 0.4 | -3 | -1 | 92 | -1 | 1 | -0.1 | -7 | -0.3 | 7
CCN(CC)S(=O)(=O)c1ccc(N2CCN(C)CC2)c(NC(=O)Nc2ccc(C)cc2)c1 | -0.6 | 5 | -1 | 107 | 7 | 3 | 1.4 | 39 | -0.5 | -6
O=C(NCCCN1CCCC1=O)c1cc(S(=O)(=O)N2CCOCC2)ccc1Cl | -0.3 | 6 | 0 | 103 | 6 | -1 | 1.4 | -3 | 0.1 | -1
CC(=O)Nc1ccc(C(=O)N(C2=NC(C)CS2)c2ccc(Cl)cc2)cc1 (stereo not drawn) | -0.1 | 14 | 1 | 101 | 2 | -5 | 0.4 | 2 | -2.1 | -3

Compound profiles, as listed above. Screens in order: iPSC survival up	MC4R antag cAMP	Glyco luc inh	ABCB6 inh 2	ABHD5-PLIN5 inh	Cardio protect	aDG glyco up	Exocytosis inh	MC4R barr agon	m5-HT2A agonist
Profile of Cc1ccc(NC(=O)c2ccc(S(=O)(=O)N3CCCCC3)cc2)nc1 → 0.3	11	-2	93	-3	-9	-0.1	10	0.9	5
Profile of Cc1ccnc(N2CCCC(C(=O)Nc3ccc(C)c(C)c3)C2)n1 (stereo not drawn) → 0.4	-3	-1	92	-1	1	-0.1	-7	-0.3	7
Profile of CC1=C(C(=O)N(C(C)C)C(C)C)CC(CC(=O)NCCCN(C)C)C(=O)N1Cc1ccc(C(C)(C)C)cc1 (stereo not drawn) → -2.3	/	-1	98	-3	-14	-0.2	0	/	-2

Next section:
SMILES | iPSC survival up | MC4R antag cAMP | Glyco luc inh | ABCB6 inh 2 | ABHD5-PLIN5 inh | Cardio protect | aDG glyco up | Exocytosis inh | MC4R barr agon | m5-HT2A agonist
COc1ccccc1NC(=O)c1ccc(NC(=O)COC(=O)C(C)C)cc1 | 0.2 | 3 | 0 | 99 | -8 | 3 | 0.5 | 4 | -0.9 | -1
CCC(=O)Nc1nn(CC(C)C)c2nc3ccc(C)cc3cc12 | 1.8 | 3 | 7 | 97 | 3 | 5 | 0.4 | -2 | 0.8 | 0
CCCCN1CC(=O)N2[C@H]3c4cc(Br)ccc4OC[C@@H]3[C@H](C(=O)OCC)[C@]2(C)C1=O | -4.7 | 15 | -1 | 96 | -7 | 4 | 0.1 | -4 | -0.6 | 0
Cc1c(C(=O)N2CCCC2)c(S(=O)(=O)N2CCCCC2)c(C)n1C | -0.4 | 4 | 1 | 98 | 1 | -4 | 0.3 | 0 | 0.0 | 1
CC(O)(c1ccc(F)c(F)c1)c1nc(/C=C/c2ccc(C(F)(F)F)cc2)cs1 (stereo not drawn) | -0.7 | 5 | -2 | 97 | -11 | -7 | -0.3 | -1 | -0.1 | -2
O=C(NCc1ccco1)c1cccn2c(=O)c3sccc3nc12 | -2.2 | 1 | 0 | 93 | 14 | 33 | 0.2 | 1 | 0.8 | 0
CC(=O)N1N=C(c2ccc([N+](=O)[O-])cc2)CC1c1ccccc1Cl (stereo not drawn) | 0.8 | 9 | 0 | 100 | -7 | -5 | 0.2 | -1 | -0.9 | -6
COCCN(C(=O)CCC(=O)Nc1cc(C)on1)C(C(=O)NC1CCCC1)c1ccccc1C (stereo not drawn) | -0.4 | 6 | -1 | 99 | 3 | -3 | -0.3 | 4 | -1.5 | 1
C/C(=N\Nc1ccc(S(N)(=O)=O)cc1[N+](=O)[O-])c1ccco1 | -0.3 | -6 | 3 | 93 | 6 | -2 | -0.2 | 24 | -0.8 | -4
CCCCCCCCCC1NC(C(=O)O)Cc2c1[nH]c1ccccc21 (stereo not drawn) | 2.8 | -4 | 3 | 99 | 4 | 4 | 0.1 | -7 | 0.3 | 8
COc1ccc(NC(=S)Nc2ccc(S(=O)(=O)N3CCOCC3)cc2)c(OC)c1 | 1.1 | 2 | 2 | 103 | -2 | -2 | 0.0 | -2 | -1.9 | 6
CC[C@]12c3[nH]c4ccc(Cl)cc4c3CCN1C(=O)[C@@H](CC(=O)NCC13CC4CC(CC(C4)C1)C3)C[C@@H]2C(=O)N1CCN(C(=O)c2ccco2)CC1 | 0.7 | 6 | -1 | 96 | 18 | -11 | 0.4 | 36 | 1.7 | -1
COCCN1C(=O)CC(NNC(=O)c2ccc(S(=O)(=O)N3CCCC3)cc2)C1=O (stereo not drawn) | -0.8 | 17 | 2 | 101 | -6 | 6 | -0.3 | -6 | -1.8 | -3
Cc1cc(C)c2cc(CN(CCN(C)C)C(=O)Nc3ccccc3Cl)c(=O)[nH]c2c1 | -1.4 | 0 | -2 | 99 | 10 | 10 | -0.1 | -3 | -0.2 | 13
NCCCC[C@H](NC(=O)C1CCNCC1)c1nnc([C@@H](N)Cc2ccc(O)cc2)o1 | 0.5 | 7 | 3 | 100 | 10 | 4 | 0.0 | -4 | -0.5 | 1
COc1ccc(NC(=O)c2cccc(N3C(=O)c4cccc([N+](=O)[O-])c4C3=O)c2)cc1 | -0.6 | 14 | 0 | 98 | 1 | -8 | 0.0 | 3 | -4.0 | -1
CCN(CC)S(=O)(=O)c1ccc(NC(=O)c2cc(=O)[nH]c3ccccc23)cc1 | -0.4 | -2 | -3 | 100 | 5 | -1 | -0.1 | -4 | -2.2 | 3
CCCCC(CC)C(=O)Nc1cccc(SC)c1 (stereo not drawn) | 2.6 | 16 | -2 | 96 | 2 | -3 | 0.0 | -1 | 0.8 | -2
Cn1cccc1C(=O)OCC(=O)c1cc2ccccc2o1 | 2.7 | 8 | -1 | 100 | -2 | 0 | 0.1 | 8 | -0.9 | 0
CCn1cc(C(=O)NC(C)C23CC4CC(CC(C4)C2)C3)cn1 (stereo not drawn) | 2.5 | 24 | -2 | 94 | -14 | 9 | -0.2 | -3 | 0.4 | -1
CC(C)(C)c1ccc(S(=O)(=O)n2c(CN3CCOCC3)nc3ccccc32)cc1 | 0.8 | 2 | 1 | 100 | 4 | -8 | -0.3 | -1 | -3.1 | 2
COc1ccc(C2/C(=C(/O)c3ccccc3)C(=O)C(=O)N2CO)cc1 (stereo not drawn) | 1.7 | -3 | 2 | 99 | 1 | 7 | 0.9 | -2 | 1.3 | 1
C/C(=N\Nc1nc(N2CCCCC2)nc(N2CCOCC2)n1)c1ccccc1O | -0.6 | 17 | -6 | 105 | 2 | 26 | 0.2 | -1 | 0.8 | -4
CC1(C)CC(=O)N(CC(=O)NCc2ccccc2)c2ccccc2S1(=O)=O | 1.4 | -3 | -1 | 101 | 0 | -4 | 0.0 | 2 | -1.5 | 1
CC(C)(C)c1cc(NS(=O)(=O)c2ccc(Br)s2)no1 | -0.1 | 2 | 1 | 96 | -1 | -3 | -0.4 | -2 | -2.1 | -6
COc1ccc(S(=O)(=O)N2CCCCC2)cc1NC(=O)CCCOc1ccc(C)cc1 | -3.7 | 4 | -1 | 98 | -7 | -9 | 0.0 | 14 | -0.1 | -7
Cc1ccc(NC(=O)CCC(=O)NNC(=O)NC23CC4CC(CC(C4)C2)C3)cc1C | -1.2 | -1 | 4 | 97 | 5 | -4 | 0.1 | 0 | -4.1 | -1
CN(C)c1ccc(-c2cccc3nccn23)cc1 | -4.2 | -7 | 18 | ? | 0 | -18 | 0.8 | -4 | -0.4 | -1
Brc1ccc(C2=CC(c3ccco3)n3nnnc3N2)cc1 (stereo not drawn) | -0.4 | -4 | 3 | 98 | 9 | 2 | 0.3 | 0 | -1.2 | -5
CCC(=O)Nc1c(C)cc(C)cc1Cl | 0.1 | 2 | -1 | 122 | 0 | -1 | 0.0 | 1 | -1.7 | -1
Cc1cc(SCc2ccc([N+](=O)[O-])cc2)nc(=O)[nH]1 | -0.3 | 4 | -1 | 104 | -5 | -1 | -0.2 | -5 | -0.9 | -3
COC(=O)c1ccc(Nc2nc(C)cc(C)n2)cc1 | 3.5 | 2 | -1 | 89 | -2 | -3 | -0.3 | 1 | -1.2 | 3
C[C@@H]1CN([C@H](C)CO)C(=O)c2cc(NC(=O)Cc3cn(C)c4ccccc34)ccc2O[C@H]1CN(C)C(=O)Nc1ccc2c(c1)OCO2 | 1.8 | 1 | 0 | 99 | 6 | 10 | -0.5 | 9 | -0.3 | 2
CC(C)(C)S(=O)(=O)Cc1nc(-c2ccc(Cl)c(Cl)c2)cs1 | -0.1 | 10 | -1 | 96 | 9 | -5 | 0.0 | 5 | 0.5 | 0
O=c1cc(N2CCN(c3ccccc3)CC2)[nH]c(=O)n1C1CCCCC1 | -3.2 | 7 | -3 | 109 | 0 | 0 | -0.6 | -3 | -0.2 | 4
CCOC(=O)C[N+]1(C)CCN(C(C)=O)CC1 | 1.2 | 3 | 2 | 102 | 2 | 0 | -0.1 | -2 | -0.1 | 3
CN(C)c1ccc(/C=N/OC(=O)Nc2ccccc2)cc1 | -0.5 | 2 | -13 | 97 | 0 | -16 | -0.1 | 2 | -1.5 | 9
Cc1cccc(NC2CCCCC2NS(=O)(=O)c2ccccc2)c1 (stereo not drawn) | -0.3 | -2 | 1 | 96 | -9 | 1 | -0.1 | 5 | 2.4 | -1
